# EBNA-1 inh: EBNA-1 DNA-binding inhibitors, primary screen, biochemical, fluorescence polarization | inhibition, % at 14.8 µM | hit rate 0.34% among 300,000 | AID 1950, 2009; in the data active means inhibition above about 28%
# LAP4 TOR yeast: modulators of LAP4-GFP expression in yeast, primary screen, S. cerevisiae, multiplex flow cytometry, MLPCN library; GFP response vs DMSO, % at 10 µM; 3 h; median GFP as percent of DMSO wells; AID 2023, 2009; hit rate 0.34% among 320,000;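 active means GFP response vs DMSO above a set limit, about the screen mean plus 3 SD, cut at about 150% in these data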
# MEP2 TOR yeast: modulators of MEP2-GFP levels in yeast, primary screen, S. cerevisiae, multiplex flow cytometry, MLPCN library; S. cerevisiae MEP2-GFP strain, 3 h; 100% = DMSO control level; GFP response vs DMSO, % at 10 µM; hit rate 0.51% among 330,000;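 active means GFP response versus DMSO above a set limit, roughly screen mean plus 3 SD, cut at about 180% in these data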;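 further: median GFP fluorescence of the barcode-gated MEP2-GFP cells per well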
# AHR act: AHR activators, primary screen, cell-based, luminescence, luciferase reporter, human. Aryl hydrocarbon receptor (Homo sapiens), P35869. AHR-responsive luciferase reporter cells. activation, % at 5 µM. hit rate 2.5% among 320,000; in the data active means activation above about 47%;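 further: 0% = vehicle wells and 100% = reference agonist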
# proCasp7 act: procaspase-7 activators, primary screen, counter-screen for procaspase-3 activator project, biochemical, absorbance, HTS, human. activation, % at 8.5 µM. recombinant procaspase-7, Ac-DEVD-pNA absorbance 405 nm; D23A/D198A/D206A triple mutant, cannot self-cleave; scale: DMSO 0, 5 µM enzyme 100. hit rate 0.093% among 330,000. AID 463210, 2010. Caspase-7 (Homo sapiens), P55210;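 active means percent activation above the screen-wide mean plus 3 SD, cut at about 25% in these data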
#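 Assay system: Uncleavable procaspase-7 mutant enzyme / Input: 2 µM procaspase-7 mutant as dispensed / Dosing: single nominal 8.5 µM compound dose, 0.8% DMSO final / Timing: 1 h enzyme–compound preincubation and 2 h substrate reaction, both 25 °C / Detection: p-Nitroaniline absorbance at 405 nm, read at 0 and 120 min / Replication: singlicate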
# RPL19A TOR yeast: RPL19A-GFP expression modulators in yeast, primary screen, cell-based, S. cerevisiae, multiplex flow cytometry, MLPCN; S. cerevisiae RPL19A-GFP strain, 3 h; hits give low values; percent response vs DMSO, % at 10 µM; hit rate 0.3% among 330,000;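 active means percent response vs DMSO below 50%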;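 further: median channel GFP fluorescence of the barcoded RPL19A-GFP strain; ratio of sample median GFP to plate DMSO average so 100% = DMSO; lower means less RPL19A-GFP as with rapamycin TOR inhibition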
# ZTA DNA inh: ZTA (EBV) inhibition in EBNA-1 counter-screen; inhibition, % at 11 µM; ZTA-DNA binding, fluorescence polarization; hit rate 0.15% among 320,000; AID 2234; in the data active means inhibition above about 33%
# proCasp3 act: activators of human procaspase-3 D3A mutant, primary screen, biochemical, absorbance, PC-3 D3A mutant, single concentration. Caspase-3 (Homo sapiens), P42574. recombinant procaspase-3 D3A, Ac-DEVD-pNA absorbance 405 nm. activation, % at 8.5 µM. hit rate 0.11% among 330,000;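 active means activation above the mean of all tested compounds plus 3 SD, cut at about 21% in these data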;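 further: 0% = DMSO alone and 100% = DMSO wells spiked with extra 5 µM PC-3 D3A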
#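 System: Procaspase-3 D3A mutant. Medium: Zinc-free 300 mM NaCl, 50 mM HEPES, 0.01% Triton X-100. Schedule: 1 h preincubation plus 2 h reaction at 25 °C. Measured by: 405 nm absorbance of p-nitroaniline, reads at 0 and 120 min. Read-out: percent activation relative to control range.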
# The depositor's hits bear a star; . = not tested or not shown; [ ] = dose if it differs, or a comment.
SMILES,EBNA-1 inh,LAP4 TOR yeast,MEP2 TOR yeast,AHR act,proCasp7 act,RPL19A TOR yeast,ZTA DNA inh,proCasp3 act
COc1ccccc1C(=O)NCC(=O)NC(C)CCc1ccccc1 (stereo unspecified),-14,96,105,5,13,101,-8,5
O=C1Cn2c(nc3ccccc32)N1c1cccc(C(F)(F)F)c1,-2,108,105,10,6,97,22,7
CCOc1ccccc1NC(=O)Nc1c(C)n(-c2ccccc2)c(=O)n1C,-4,91,94,0,-1,92,2,4
CSc1ccc(CN(C)Cc2nc3ccccc3c(=O)[nH]2)cc1,2,104,100,0,-2,97,4,6
CCn1c(COc2ccc(OC)cc2)nc2ccccc21,0,102,101,-10,5,102,-14,1
Cc1ccc(C(=O)NCc2cccnc2)cc1S(=O)(=O)N1CCCCCC1,7,103,106,4,3,110,5,1
COc1cccc(NC(=O)Nc2nnc(-c3ccccc3SCc3ccccc3)s2)c1,12,112,111,12,8,104,20,-1
CCCCC1=CC2=CC(=O)C(C)(O)C(=O)C2=CO1 (stereo unspecified),9,97,102,1,9,100,4,2
CNc1ncnc2c1ncn2[C@@H]1O[C@H](CO)[C@@H](O)[C@H]1O,3,92,95,60*,-18,87,1,-2
COc1ccc(NS(=O)(=O)c2cc(NC(=O)C3=NN(c4ccccc4)C(=O)CC3)ccc2OC)cc1,.,95,95,8,0,100,.,-4
CN(C)N=Nc1nc2c(c(=O)n(C)c(=O)n2C)n1C,6,102,89,4,1,94,-10,9
Cc1ccc2nc(-c3ccc(NS(=O)(=O)c4ccc(F)cc4)cc3)sc2c1,2,119,122,26,6,109,-10,9
CCOC(=O)C1CCN(C(=O)c2c(-c3c(F)cccc3Cl)noc2C)CC1,13,99,96,2,3,98,16,3
CCOC(=O)/C(=C/c1ccccc1)NC(=O)c1ccco1,1,86,102,3,-1,101,-1,4
CCOc1ccccc1NC(=O)CSc1n[nH]c(N)n1,0,92,98,-2,4,99,-8,-5
O=C(c1ccc(F)cc1)N1CCC(c2ccccc2)C1 (stereo unspecified),-2,99,106,-1,6,112,5,2
Cc1nc2ccc(S(=O)(=O)N(C)CC(=O)NCCc3ccccc3)cc2s1,0,97,93,2,3,93,1,8
CCc1sc(C(=O)NC(C)C2CCCO2)cc1Br (stereo unspecified),3,80,87,15,5,98,-7,1
O=C(c1ccc(COc2ccccc2Cl)o1)N1N=C(C(F)F)CC1(O)C(F)F (stereo unspecified),-4,101,96,3,8,100,-7,-4
O=C(N/N=C\c1ccc(Sc2ccccn2)o1)c1cccc(Br)c1,5,.,99,61*,8,101,6,-3
Clc1cccc(-c2ccc(-c3nc4ccccn4c3NCc3ccccc3)cc2)c1,.,124,95,98*,8,95,.,18
CN1CCN(c2ccccc2NC(=O)c2cc(Br)ccc2Cl)CC1,-6,96,104,55*,9,99,6,-2
O=C1CN(C(=S)NC(=O)c2ccc(-c3ccccc3)cc2)CCN1,-12,107,101,6,9,93,-8,3
O=C(NCc1ccccc1Cl)c1cccc(C(F)(F)F)c1,-3,107,111,-2,-6,99,-15,0
Cc1ccc(C)n1Cc1ccc(C(=O)O)cc1,29*,106,108,-1,-4,106,85*,1
CC1CC(C)CN(C(=O)c2ccc3c(c2NCCO)C(=O)c2ccccc2C3=O)C1 (stereo unspecified),4,.,101,5,5,96,5,6
CCOc1ccc(/C=C/C(=O)N(CC)CC(=O)Nc2ccc3c(c2)OCCO3)cc1OC,7,106,118,4,0,95,11,-5
CCN(CC)C(=O)C1CCCN(C(=O)c2cc(COc3cccc(OC)c3)on2)C1 (stereo unspecified),-4,102[may fluoresce green],103[may fluoresce green],2,-3,92[may fluoresce green],2,4
Cc1noc(NS(=O)(=O)c2ccc(NC(=O)C34CC5CC(C3)CC(n3cnc(Cl)n3)(C5)C4)cc2)c1C,-4,92,105,0,10,100,5,2
O=S1(=O)N[C@@H](CC2=CCCCC2)C2CCCCC2O1 (stereo partly specified),4,120,96,0,-7,105,0,-1

# Retrieved by structure from the list above:
SMILES,EBNA-1 inh,LAP4 TOR yeast,MEP2 TOR yeast,AHR act,proCasp7 act,RPL19A TOR yeast,ZTA DNA inh,proCasp3 act
Clc1cccc(-c2ccc(-c3nc4ccccn4c3NCc3ccccc3)cc2)c1,.,124,95,98*,8,95,.,18
CCc1sc(C(=O)NC(C)C2CCCO2)cc1Br (stereo unspecified),3,80,87,15,5,98,-7,1
O=C(c1ccc(F)cc1)N1CCC(c2ccccc2)C1 (stereo unspecified),-2,99,106,-1,6,112,5,2
CN1CCN(c2ccccc2NC(=O)c2cc(Br)ccc2Cl)CC1,-6,96,104,55*,9,99,6,-2
O=S1(=O)N[C@@H](CC2=CCCCC2)C2CCCCC2O1 (stereo partly specified),4,120,96,0,-7,105,0,-1

# (further entries)
SMILES,EBNA-1 inh,LAP4 TOR yeast,MEP2 TOR yeast,AHR act,proCasp7 act,RPL19A TOR yeast,ZTA DNA inh,proCasp3 act
C(=C\c1ccccc1)/C=N/Nc1nc(N2CCCCC2)nc(N2CCCCC2)n1,2,97,98,-2,6,96,2,-1
CC1CCCC(NC(=O)CCCn2c(=O)[nH]c3cc(Cl)ccc3c2=O)C1C (stereo unspecified),-1,99,102,-1,-8,103,4,5
Cc1nc(C(=O)NCC(=O)c2ccccc2)c(C(F)(F)F)o1,-10,116,95,0,10,100,-6,12
Cc1cccc(C)c1OCc1nnc(SCC(=O)Nc2nccs2)o1,21,102,107,6,3,100,10,10
CCc1ccc2oc(C(=O)Nc3cccnc3)c(C)c2c1,-3,86,113,-6,-6,104,-2,4
O=C(O)C1C2CCC(CC2)C1C(=O)N1CCN(Cc2ccc(F)cc2)CC1 (stereo unspecified),-6,94,116,1,-5,106,-2,5
Cc1nnc(SCc2nc3sc4c(c3c(=O)[nH]2)CCCC4)n(N)c1=O,-1,106,108,5,-5,96,-11,-2
Cn1cc([N+](=O)[O-])c(C(=O)NCc2cc3cc(Cl)ccc3[nH]2)n1,2,99,103,48*,-4,102,7,8
CC(C)OP(=O)(OC(C)C)C(NC(=O)c1ccccc1)C(N)=O (stereo unspecified),0,133,104,-3,1,103,-7,-7
Nc1ccc(NC(=O)c2cccc(C(=O)Nc3ccc(N)cc3Cl)c2)c(Cl)c1,2,93,104,6,12,101,2,8
O=C(N/N=C/c1ccccc1[N+](=O)[O-])c1ccc2nc[nH]c2c1,-10,118,102,27,-4,100,-24,-3
COc1ccc(/C=N/NC(=O)c2ccncc2)cc1CN1CCOCC1,4,101,95,4,13,94,8,3
COc1ccc(O)c(C(=O)c2cc(C(=O)NCCc3ccccc3)c(=O)n(CCc3ccccc3)c2)c1,-4,93,105,2,-1,100,-8,4
CCCN(CC1CC1)C(=O)CSc1nnc(-c2ccco2)n1N,-1,95,107,3,1,97,4,6
CC1(C)Cc2c(cnn2-c2ccccc2)C(NC(=O)C2(C(N)=O)CC2)C1 (stereo unspecified),2,86,109,0,0,113,1,-4
CCCCn1c(N)c(N(CC(C)C)C(=O)CSc2ccccc2C)c(=O)[nH]c1=O,6,106,118,2,7,102,-11,4
Cc1ccc(N/N=C/c2ccc(N3CCOCC3)cc2)cc1C,1,105,107,18,-1,104,7,-10
O=C(O)C1=C[C@@H](c2ccc(C(F)(F)F)cc2)C[C@@H](OCc2ccc(CO)cc2)O1,3,94,102,5,-7,100,3,2
OCc1ccc(N=Nc2ccccc2)cc1,-8,119,83,-4,-1,93,-24,-7
Cc1ccc(NC(=O)C2CC(O)CN2C(=O)Oc2ccccc2)c(C)c1 (stereo unspecified),5,103,104,4,3,104,15,-2
CC(Oc1ccc(F)cc1)C(=O)Nc1cc(S(=O)(=O)N2CCOCC2)ccc1N1CCCCC1 (stereo unspecified),4,91,92,0,0,93,2,-4
CC1=C(C#N)C(NC(=O)c2ccc(C)cc2)(C(F)(F)F)C(=O)N1 (stereo unspecified),5,106,103,-1,6,98,3,9
Cc1nc2sc(C(=O)Nc3ccccc3Cc3ccccc3)c(C)c2c(=O)[nH]1,6,98,98,-1,6,97,3,13
C/C=C/c1ccc(O)c(OC)c1,-4,92,98,0,-8,102,-9,-6
Cc1cc(=O)[nH]c(SCC(=O)NC2CCCCCC2)n1,.,95,98,-1,-4,96,.,11
CN1CCN(Cc2nc3ccccc3n2C)CC1CCO (stereo unspecified),9,85,98,-1,8,103,-20,2
Cc1nn(S(=O)(=O)c2cccc([N+](=O)[O-])c2)c(C)c1S(=O)(=O)N1CCOCC1,6,90,94,2,-2,97,11,8
CC(=S)/C=C1\Sc2ccccc2N1C,9,126,118,0,-26,103,-8,-32
CC1CCCCN1CC(=O)Nc1ccc(Oc2ccccc2)cc1 (stereo unspecified),1,94,100,0,8,100,-1,-3
COc1cccc(C2CC(c3cccs3)=NN2S(C)(=O)=O)c1OC (stereo unspecified),7,99,99,1,2,92,5,2

# In the list so far, nine have an NH in an aromatic ring.
SMILES,EBNA-1 inh,LAP4 TOR yeast,MEP2 TOR yeast,AHR act,proCasp7 act,RPL19A TOR yeast,ZTA DNA inh,proCasp3 act
CSc1ccc(CN(C)Cc2nc3ccccc3c(=O)[nH]2)cc1,2,104,100,0,-2,97,4,6
CCOc1ccccc1NC(=O)CSc1n[nH]c(N)n1,0,92,98,-2,4,99,-8,-5
CC1CCCC(NC(=O)CCCn2c(=O)[nH]c3cc(Cl)ccc3c2=O)C1C (stereo unspecified),-1,99,102,-1,-8,103,4,5
Cc1nnc(SCc2nc3sc4c(c3c(=O)[nH]2)CCCC4)n(N)c1=O,-1,106,108,5,-5,96,-11,-2
Cn1cc([N+](=O)[O-])c(C(=O)NCc2cc3cc(Cl)ccc3[nH]2)n1,2,99,103,48*,-4,102,7,8
O=C(N/N=C/c1ccccc1[N+](=O)[O-])c1ccc2nc[nH]c2c1,-10,118,102,27,-4,100,-24,-3
CCCCn1c(N)c(N(CC(C)C)C(=O)CSc2ccccc2C)c(=O)[nH]c1=O,6,106,118,2,7,102,-11,4
Cc1nc2sc(C(=O)Nc3ccccc3Cc3ccccc3)c(C)c2c(=O)[nH]1,6,98,98,-1,6,97,3,13
Cc1cc(=O)[nH]c(SCC(=O)NC2CCCCCC2)n1,.,95,98,-1,-4,96,.,11
